Source: PubChem BioAssay
ST2 inh: IL1RL1 inhibition | 78,000 tested, 2.3% active | inhibition, % for hits at 17 µM | AlphaLISA ST2-Fc/biotin-IL-33 interaction, 1 h | Q01638; in the data active = inhibition above about 30%; inconclusive = mostly about 10% to 28%
Target sequence (Q01638 whole entry, looked up): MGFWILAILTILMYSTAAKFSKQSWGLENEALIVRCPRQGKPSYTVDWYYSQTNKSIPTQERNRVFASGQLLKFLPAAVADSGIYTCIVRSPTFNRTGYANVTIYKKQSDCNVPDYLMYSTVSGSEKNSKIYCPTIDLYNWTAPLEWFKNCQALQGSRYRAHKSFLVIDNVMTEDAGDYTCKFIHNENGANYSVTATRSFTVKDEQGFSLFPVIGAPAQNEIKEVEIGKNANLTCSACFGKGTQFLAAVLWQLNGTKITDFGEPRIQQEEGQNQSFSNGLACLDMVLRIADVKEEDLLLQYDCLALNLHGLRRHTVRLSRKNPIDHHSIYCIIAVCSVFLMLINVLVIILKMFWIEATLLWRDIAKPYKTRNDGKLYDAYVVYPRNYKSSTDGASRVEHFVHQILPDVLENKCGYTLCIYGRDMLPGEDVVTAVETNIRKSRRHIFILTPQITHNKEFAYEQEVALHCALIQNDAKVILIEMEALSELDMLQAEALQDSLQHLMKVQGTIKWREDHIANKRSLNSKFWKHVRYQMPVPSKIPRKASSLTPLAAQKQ
Active calls of the source: *; i = inactive; ? = inconclusive.

Sample of the layout (2 entries):
| structure | ST2 inh |
| --- | --- |
| CC(=O)Nc1ccc(N=Cc2ccc(C=Nc3ccc(NC(C)=O)cc3)cc2)cc1 | ? |
| CC(C)(C)SCCn1cc(C2CC=CCC2)nn1 (centres undefined) | ? |

This part in full (from the top)
| structure | ST2 inh |
| --- | --- |
| CC(=O)Nc1ccc(N=Cc2ccc(C=Nc3ccc(NC(C)=O)cc3)cc2)cc1 | ? |
| CC(C)(C)SCCn1cc(C2CC=CCC2)nn1 (centres undefined) | ? |
| CC1CCCCN1CCN(C)C(=O)/C=C/c1ccccc1 (centres undefined) | i |
| O=C(NCc1cccnc1)c1ccc(CSc2ncn[nH]2)o1 | ? |
| COC(=O)c1sc2ccccc2c1NC(=O)c1ccco1 | i |
| CCCC12CN3CC(C)(CN(C1)C3c1cccc([N+](=O)[O-])c1)C2=O (centres undefined) | i |
| Cc1ccc2cc(C3CC(c4cccs4)=NN3C(=O)CCC(=O)O)c(Cl)nc2c1 (centres undefined) | i |
| CC1=C(C(N)=O)C(c2ccccc2Cl)n2nc(SCc3ccccc3)nc2N1 (centres undefined) | i |
| c1ccc(-c2ncn(C3CCNC3)c2-c2cccn2-c2nccs2)cc1 (centres undefined) | ? |
| Cc1cc(Br)ccc1NC(=O)c1coc(=O)c2ccccc12 | i |
| CC(C)NC(=O)C(=O)NCc1ccc(Cl)cc1 | i |
| O=C(NCc1ccncc1)C(=O)Nc1ccccc1F | i |
| COc1ccccc1NS(=O)(=O)c1ccc2[nH]c(=O)sc2c1 | i |
| CCN(CC)CC(=O)Nc1c(C(=O)c2ccccc2)oc2ccccc12 | 43%* |
| COc1ccc(N2CCN(C(c3ccccc3)c3sc4nc(C)nn4c3O)CC2)cc1 (centres undefined) | i |

Part of the list above, with each value named.
CC1=C(C(N)=O)C(c2ccccc2Cl)n2nc(SCc3ccccc3)nc2N1 (centres undefined)
  ST2 inh: i

c1ccc(-c2ncn(C3CCNC3)c2-c2cccn2-c2nccs2)cc1 (centres undefined)
  ST2 inh: ?

Cc1cc(Br)ccc1NC(=O)c1coc(=O)c2ccccc12
  ST2 inh: i

CC(C)NC(=O)C(=O)NCc1ccc(Cl)cc1
  ST2 inh: i

(more compounds)
| structure | ST2 inh |
| --- | --- |
| Cc1cc([N+](=O)[O-])ccc1NC(=O)c1ccc(F)cc1 | ? |
| O=c1oc2ccccc2n1CSC1=NCCS1 | i |
| Cc1cccc(Nc2nnc(C(C)(C)C)c(=O)[nH]2)c1C | i |
| CCC(Nc1cccc(OC)c1)C(=O)N1CC=CCC1 (centres undefined) | i |
| Cn1c(CN2CC[C@H](c3nnc(C(C)(C)C)o3)C2)nc2ccccc21 | i |
| CN(C)CC1(O)CCN(C(=O)c2cccc3nccnc23)C1 (centres undefined) | ? |
| CC(C)(C)n1ccc(C(=O)N2CCOC(c3ccc(Cl)cc3)C2)c1 (centres undefined) | i |
| CCOc1ccc(N=c2scc(-c3ccc(C)cc3)n2C)cc1 | 43%* |
| COc1ccc(C2c3sc(=O)[nH]c3SC3C(=O)NC(=O)C32)cc1 (centres undefined) | ? |
| Cc1nc(N2CCC(C(=O)N3CCc4ccccc4C3)CC2)nc2cc(S(C)(=O)=O)ccc12 | ? |
| Cc1ccsc1C(=O)N1CCn2nc(C(=O)NCc3ccccn3)cc2C1 | ? |
| COc1ccccc1NC(=O)N1C[C@@H]2C[C@H](C1)c1c(-c3cccc(C#N)c3)ccc(=O)n1C2 | i |
| COc1ccc(Nc2c3c(nc4ccccc24)CCC3)c(OC)c1 | ? |
| CCOc1ccccc1N1CCN(C(=O)Nc2cccc(Cl)c2)CC1 | i |
| CCOC(=O)c1c(NC(=O)COc2cc(C)c(Cl)c(C)c2)sc(C)c1C | i |

Part of the list above, field by field.
> COc1ccc(C2c3sc(=O)[nH]c3SC3C(=O)NC(=O)C32)cc1 (centres undefined)
  ST2 inh: ?
> Cc1nc(N2CCC(C(=O)N3CCc4ccccc4C3)CC2)nc2cc(S(C)(=O)=O)ccc12
  ST2 inh: ?
> Cc1ccsc1C(=O)N1CCn2nc(C(=O)NCc3ccccn3)cc2C1
  ST2 inh: ?

Following part
| structure | ST2 inh |
| --- | --- |
| COc1ccc(NC(=O)C2CC(=O)c3ccccc32)c(NC(=O)C(C)C)c1 (centres undefined) | ? |
| COc1ccc2nc(NC(=O)COc3ccc(C)cc3)sc2c1 | ? |
| Oc1oc(-c2ccccc2F)nc1C=Nc1ccccc1Cl | ? |
| COc1cc(-c2ccc(C)s2)cc2c1OCCN(Cc1cnn(C)c1)C2 | i |
| Cc1cc(C)c2c(CC(=O)NCc3cccnc3N3CCOCC3)coc2c1 | i |
| CCN(CC)C(=O)C1CCCN(Cc2ccc(F)c(F)c2)C1 (centres undefined) | i |
| CC(C)NC(=O)C1(O)c2cc(Br)ccc2NC(=O)N1c1ccc(Cl)cc1 (centres undefined) | i |
| CCC(=O)Nc1ncc(-c2ccccc2)s1 | i |
| Cc1nn(C)c(C)c1CCC(=O)N1CCCC2(CC1)CN(C)C(=O)O2 (centres undefined) | i |
| CC(C)Oc1cccc(C(=O)Nc2ccc(Oc3ccc(Cl)cc3)cc2)c1 | i |
| CC1(C)CC(=O)C2=C(C1)OC(N)=C(C#N)C2c1ccc(F)cc1 (centres undefined) | i |
| O=C(Nc1ccc(S(=O)(=O)N2CCOCC2)cc1)c1cccc(S(=O)(=O)N2CCCC2)c1 | i |
| c1ccc2c(c1)COC(CN1CCOCC1)OC2 | i |
| O=C(CSCCc1ccncc1)Nc1nccs1 | ? |
| CN(C)CCC(c1ccccc1)c1ccccn1 (centres undefined) | i |

| structure | ST2 inh |
| --- | --- |
| CC1=CC(=NS(=O)(=O)c2ccc([N+](=O)[O-])cc2)C=C(C)C1=O | i |
| CC(C)Cc1cc(C(=O)Nc2cnn(Cc3ccc(Cl)cc3Cl)c2)no1 | ? |
| O=C(Nc1cccc(C(F)(F)F)c1)N[C@H]1[C@H](O)[C@@H](N2CCCCC2)[C@@H]2OC[C@H]1O2 | i |
| CC(C)(C)c1nnc(NCc2ccccc2)[nH]c1=O | ? |
| Cc1nc2ccccc2c2c1C(=O)N(c1ccc(F)c(Cl)c1)C2=O | i |
| COC(=O)C1C(=O)C2=C(CC1C)NC(C)=C(C(=O)OCCOC(C)C)C2c1cccc(Cl)c1 (centres undefined) | i |
| O=c1nc2n(-c3ccc(F)cc3)c3ccccc3cc-2c(=O)[nH]1 | i |
| CCOCCCNC(=O)C1(O)c2cc(Br)ccc2NC(=O)N1c1cccc(OC)c1 (centres undefined) | ? |
| CCn1ccnc1-c1nccn1Cc1ccccc1Cl | i |
| CC(C)(C)NC(=O)CSc1nc2ccc(N3C(=O)c4ccccc4C3=O)cc2s1 | i |
| Cc1ccsc1-c1nc(Cn2ccnc2-c2ccccn2)c(C)o1 | i |
| CCCc1[nH]nc2c1C(c1ccc(OC)c(OCC)c1)C(C#N)=C(N)O2 (centres undefined) | i |
| O=C(c1ccncn1)N1CCc2[nH]nc(-c3ccc(-c4ccccc4)cc3)c2C1 | i |
| Cn1cc(C(=O)NC2CCN(Cc3ccccc3)CC2)c2c3ccccc3n(C)c2c1=O | i |
| O=C(Nc1ccc([N+](=O)[O-])cc1Cl)c1ccco1 | ? |

| structure | ST2 inh |
| --- | --- |
| N#CC1=C2SCN(Cc3ccco3)CN2C(=O)CC1c1c(F)cccc1Cl (centres undefined) | ? |
| CC(Oc1ccccc1)C(=O)Nc1ccncc1 (centres undefined) | i |
| O=C(Nc1ccc2c(c1)OCO2)C1CCN(S(=O)(=O)c2cccs2)CC1 | i |
| CC1=C(C(=O)Nc2cccc(C)n2)C(c2cccnc2)C2=C(CC(C)(C)CC2=O)N1 (centres undefined) | i |
| CCOc1ccc(NC(=O)N2CCCn3cncc3C2)cc1 | ? |
| NC(=O)c1ccnc(-c2ccc(Cl)c(Cl)c2)c1 | i |
| O=C(C(c1ccccc1)c1ccccc1)N1CCOCC1 | i |
| Cn1c(CNC(c2ccccc2)c2ccccc2)nc2ccccc21 | i |
| CCOc1ccc2c(c1)C(OC(C)=O)C(C)(C)C(c1ccc(F)cc1)N2 (centres undefined) | ? |
| c1ccc(CCc2noc(CN3CCC(c4nc5ccccc5[nH]4)CC3)n2)cc1 | i |
| Cc1ccc2nc(-c3ccc(N)cc3O)oc2c1 | 34%* |
| CCn1nc(C)c(CN(CCOC)C(=O)C2CCNCC2)c1C | i |
| COc1ccc(NC(=O)CCC2CCCN(C(=O)c3cc(C)nn3C)C2)cc1Cl (centres undefined) | i |
| O=C(c1cnn2ccccc12)N1C[C@H]2OC(=O)N(Cc3ccccn3)[C@H]2C1 | i |
| O=C(NCCc1ccccc1)c1ccc(Cn2c(=O)[nH]c3ccsc3c2=O)cc1 | i |

| structure | ST2 inh |
| --- | --- |
| O=C(Nc1ccc([N+](=O)[O-])cc1)C12CC3CC(CC(C3)C1)C2 | i |
| Cc1cc(OCC(=O)Nc2cccc(Cl)c2C)ccc1Cl | i |
| Cc1ccsc1CN(CC(C)C)C(=O)c1cc2ncc(CCO)cn2n1 | i |
| O=C(Nc1cccc([N+](=O)[O-])c1)c1cnc2n(c1=O)CCS2 | i |
| Cc1ccc(CN2CCN(Cc3cnc(-c4ccccc4C)nc3)CC2CCO)o1 (centres undefined) | i |
| COc1cc(SC)ccc1C(=O)NC(C)c1ccccc1 (centres undefined) | i |
| COc1ccc(CNC(=O)c2cc3cc4ccc(OC)cc4nc3o2)cc1 | i |
| O=C1CCCN2N=C(SCc3ccccc3F)SC2=N1 | i |
| COc1cccc(OC)c1C(=O)Nc1ccc([N+](=O)[O-])cc1 | i |
| CC[C@H]1CN(S(=O)(=O)c2ccccc2)CC[C@H]1CC(=O)N1CCC(C(=O)OC)CC1 | i |
| CCc1ccc(Cn2c(CNS(=O)(=O)c3ccccc3)nc3cccnc32)cc1 | i |
| Cc1cccc(C(=O)NCC(C)NC(=O)c2cccc(C)c2)c1 (centres undefined) | ? |
| O=C1C=CC(=NOC(=O)c2ccc([N+](=O)[O-])cc2)C=C1 | ? |
| Cn1c(=O)cc(SCC(=O)N2CCN(c3ccc(F)cc3)CC2)c2ccc(Cl)cc21 | ? |
| COc1ccc(OC(C)C(=O)Nc2nccs2)cc1 (centres undefined) | i |

| structure | ST2 inh |
| --- | --- |
| COc1cc2c(cc1OC)C(c1ccccc1)NCC2 (centres undefined) | i |
| CCOc1ccc(N2C(=O)NC(=O)/C(=C\c3ccc(O)c(OCC)c3)C2=O)cc1 | i |
| CCc1nc2ccc(C(=O)NCCN(C)C)cc2nc1CC | i |
| CCCC(=O)N(c1ccc(Br)cc1)C1C=CS(=O)(=O)C1 (centres undefined) | i |
| COc1ccc(C(=O)Nc2cccc(Cl)c2C)cc1Cl | i |
| CCC(O)CC1CCC(C(C)C(=O)OC(CC)CC2CCC(C(C)C(=O)O)O2)O1 (centres undefined) | i |
| CCOc1ccc(CN2CCN(Cc3ccc4cc(F)ccc4n3)CC2CCO)cc1 (centres undefined) | i |
| CCc1ccccc1NC(=O)CN1C(=O)CCc2cc(S(=O)(=O)N3CCCCC3)ccc21 | i |
| CC1CC(O)(C#N)C(C)CN1C (centres undefined) | i |
| Cc1ccc(Oc2cc(NC(=O)CCCn3nc([N+](=O)[O-])c(Cl)c3C)cc([N+](=O)[O-])c2)cc1 | ? |
| COc1ccc2c(c1OC)C(=O)N(c1nc(-c3ccc(C)cc3)cs1)C2=O | i |
| CCCCn1c(C2CC(=O)N(c3ccccc3)C2)nc2ccccc21 (centres undefined) | i |
| CN(Cc1cc(C2CC2)n[nH]1)C(=O)CCc1cn2ccccc2n1 | i |
| O=C(Nc1ccccc1)c1cccc(C(=O)Nc2ccccc2)c1 | ? |
| CCOCCCn1c(SCC(N)=O)nc2c(sc3ccccc32)c1=O | i |

| structure | ST2 inh |
| --- | --- |
| CCOCCCNS(=O)(=O)c1cc(Br)cc2c1N(C(=O)CC)CC2 | i |
| COc1ccc2oc(C)c(C(=O)CSc3ccccc3)c2c1 | i |
| CCOC(=O)c1cnc2c(ccc3ccccc32)c1NCC(C)C | i |
| Cc1cc(Nc2ccccc2)nc(Nc2ccc(NC(=O)c3ccccc3Cl)cc2)n1 | i |
| C=CCn1c2ccccc2c2nnc(SCC(=O)OCC)nc21 | i |
| O=C(NCc1cccs1)C(=O)NCC1CCCO1 (centres undefined) | i |
| COC(=O)c1ccc(NC(=O)CN2CCCN(Cc3ccc(OC)cc3)S2(=O)=O)cc1 | ? |
| COc1ccccc1-c1cccc(C(=O)N2CCCC(O)(CO)CC2)c1 (centres undefined) | i |
| COc1cc(-c2ncccc2C(F)(F)F)cc(OC)c1OC | i |
| Cc1cc2ncn(S(=O)(=O)c3ccccc3[N+](=O)[O-])c2cc1C | ? |
| CCc1cc(N2CC[C@@H](N3CCC(O)CC3)[C@H](O)C2)nc(N2CCCCC2)n1 | i |
| Cc1cnc(NC(=O)Cc2ccc(Br)cc2)s1 | i |
| CCN(CCNC(=O)c1cc(-c2ccncc2)nc2ccccc12)c1ccccc1 | i |
| C=CCNC(=O)CN(C)S(=O)(=O)c1ccc(C)cc1 | i |
| CC(=O)c1ccc(NC(=O)O[C@@H]2CO[C@H]3[C@@H]2OC[C@@H]3NC(=O)Nc2cccc(C#N)c2)cc1 | i |

| structure | ST2 inh |
| --- | --- |
| CCOC(=O)c1sc2nc(C)nc(N(CC)Cc3ccccc3)c2c1C | i |
| COc1cc(/C=C2/SC(=O)NC2=O)cc(Br)c1O | ? |
| Cc1cc2sc3ccccc3c(=O)c2cc1O | i |
| Cc1ccc([N+](=O)[O-])cc1N=Cc1nc(-c2ccccc2)oc1O | i |
| COc1ccc2nc3oc(C(=O)NCCCOC(C)C)cc3cc2c1 | i |
| O=C(O)CC(CC(=O)Nc1ccc(C(=O)O)cc1)c1ccccc1 (centres undefined) | i |
| O=C(c1ccc(Br)cc1)c1ccc2c(c1)OCCO2 | i |
| COc1ccc(Br)cc1CN1CCCCCC1 | ? |
| NC1=NC(=O)C(CC(=O)Nc2ccc(N3CCCCC3)cc2)S1 (centres undefined) | i |
| O=[N+]([O-])c1ccccc1N=Cc1nc(-c2ccccc2)oc1O | ? |
| Cc1ccc(N2C(=O)SC(Nc3ccccc3)C2=O)cc1 (centres undefined) | i |
| Cc1cc([N+](=O)[O-])ccc1NC(=O)C(Cc1ccccc1)N1C(=O)c2ccccc2C1=O (centres undefined) | i |
| O=C(Nc1nc2ccccc2n1CCN1CCOCC1)c1cccc([N+](=O)[O-])c1 | i |
| CC(C)(C)S(=O)c1cccs1 (centres undefined) | i |

These rows are one share of the data; rates above refer to the full screens.
